High-throughput results deposited in PubChem BioAssay by Broad Institute.
Casp6 inh = caspase-6 (human) enzyme inhibition | inhibition, % at 12.5 µM | AID 686996 | P55212 | purified caspase-6, Z-VEID-R110 cleavage fluorescence | 350,000 compounds, 0.53% hits;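 active = mean inhibition across replicates at least about 35%, with every replicate also reaching that limit, limit read from the data; inconclusive = only one of the two criteria met; inactive = neither criterion met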;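 note: 0% = median of neutral control wells and 100% = no fluorescence left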
Target sequence (P55212 24-179 limits assumed): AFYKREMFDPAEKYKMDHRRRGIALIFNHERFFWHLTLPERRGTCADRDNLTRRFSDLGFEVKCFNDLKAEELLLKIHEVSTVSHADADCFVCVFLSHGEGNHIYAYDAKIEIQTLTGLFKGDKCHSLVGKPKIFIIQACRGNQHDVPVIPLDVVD
Target sequence (P55212 194-293 limits assumed): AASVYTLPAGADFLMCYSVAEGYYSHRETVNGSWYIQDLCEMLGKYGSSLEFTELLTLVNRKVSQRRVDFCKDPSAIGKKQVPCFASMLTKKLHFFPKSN
SIRT5 block = sirtuin-5 (human) deacylase inhibition; Q9NXA8; Purified SirT5, succinyl-peptide AMC, trypsin-coupled fluorescence; inhibition, % at 15 µM; 330,000 compounds, 1.1% hits; in the data active = inhibition above about 15%; inconclusive = no clear call, values can overlap the other calls
Target sequence (Q9NXA8 whole entry, looked up): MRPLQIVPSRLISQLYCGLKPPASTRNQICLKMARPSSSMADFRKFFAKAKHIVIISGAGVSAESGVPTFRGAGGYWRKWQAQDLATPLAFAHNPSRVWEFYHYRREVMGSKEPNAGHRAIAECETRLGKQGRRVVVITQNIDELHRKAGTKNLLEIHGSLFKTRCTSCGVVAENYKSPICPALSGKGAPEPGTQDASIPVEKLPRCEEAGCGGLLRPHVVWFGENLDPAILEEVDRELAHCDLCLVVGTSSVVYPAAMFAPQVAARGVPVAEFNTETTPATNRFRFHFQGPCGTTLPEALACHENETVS
F508del corr = CFTR F508del correction in bronchial cells. CFBE cells, YFP halide quenching; stimulated with forskolin plus potentiator P3; % fluorescence drop versus neutral controls. activity (quench increase), % at 7.58 µM. 350,000 compounds, 0.36% hits. AID 720511;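 active = mean added fluorescence quench of at least 8% versus neutral control, with both replicates also reaching 8%; inconclusive = only one of the mean or replicate conditions met; inactive = mean below 8% and not both replicates reaching 8%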;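 note: cells transiently co-express mutant CFTR-F508del with the halide-sensitive YFP; corrector assay measuring rescue of mutant channel to the surface after 24 h compound exposure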
ERp5 inh = blocks human ERp5 reductase activity on insulin | Q15084 | ERp5 insulin aggregation, absorbance 650 nm, 90 min | inhibition, % at 9.99 µM | 350,000 compounds, 0.05% hits | AID 651711;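 active = mean replicate inhibition above about 25%, with every replicate also reaching it, limit read from the data, passing the limit was not always enough; inconclusive = only one of those two criteria met; inactive = neither criterion met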
Target sequence (Q15084 whole entry, looked up): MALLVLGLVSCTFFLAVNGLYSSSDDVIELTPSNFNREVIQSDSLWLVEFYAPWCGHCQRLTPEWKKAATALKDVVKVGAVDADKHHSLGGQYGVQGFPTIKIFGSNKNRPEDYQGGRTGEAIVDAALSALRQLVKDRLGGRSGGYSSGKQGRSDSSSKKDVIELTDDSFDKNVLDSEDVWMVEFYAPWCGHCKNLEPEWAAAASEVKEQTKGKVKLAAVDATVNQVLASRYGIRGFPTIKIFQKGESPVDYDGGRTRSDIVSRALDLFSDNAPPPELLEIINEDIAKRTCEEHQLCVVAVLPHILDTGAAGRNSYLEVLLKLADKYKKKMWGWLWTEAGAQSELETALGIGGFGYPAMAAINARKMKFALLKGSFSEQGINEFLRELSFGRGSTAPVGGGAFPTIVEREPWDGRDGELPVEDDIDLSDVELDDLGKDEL
DENV2 CPE rescue = protects cells from dengue virus 2 cytopathic effect | 350,000 compounds, 1.7% hits | CPE inhibition, % at 9.99 µM | DENV2-infected cells, cytopathic effect rescue, plate reader | AID 651640; in the data active = CPE inhibition above about 20%, passing the limit was not always enough; inconclusive = no clear call, values can overlap the other calls; tested in BHK-21 cells;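 note: 0% = median of neutral control wells and 100% = median of positive control wells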
ERAP1 inh = inhibitors of human ERAP1 aminopeptidase | 340,000 compounds, 0.15% hits | AID 652197 | inhibition, % at 10.7 µM | recombinant ERAP1, Leu-AMC fluorescence, 60 min;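 active = mean replicate inhibition of at least 30%, or all replicates individually reaching that 30% level; inactive = mean below 30% and not every replicate reaching it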;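 note: 0% = neutral control wells and 100% = L-leucinethiol positive control wells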
miR-122 sensor = inhibitors of miR-122 in Huh7 cells. Huh7 miR-122 Renilla luciferase sensor, 48 h; neutral wells = 0, positive control = 100. activation (reporter increase), % at 12.5 µM. 340,000 compounds, 0.3% hits;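 active = mean replicate activation score at least 90 and every replicate individually at or above 90; inconclusive = only one of the two criteria met; inactive = neither criterion met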;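 note: higher luciferase means less miR-122 activity so hits act as miR-122 inhibitors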
Starred values were filed as active, the others as inactive; ? = inconclusive; nt = no result given; [ ] = dose if it differs, or a comment. Rows are unselected; about 4% have a hit in one of these screens.

SMILES | Casp6 inh | SIRT5 block | F508del corr | ERp5 inh | DENV2 CPE rescue | ERAP1 inh | miR-122 sensor
CSc1ccccc1OCc1cc(C(=O)N(C)Cc2cc(C)[nH]n2)no1 | 2.8 | -1.2 | 1.7 | 2.8 | 11.4 | 0.4 | 3.7
NCCCCCC(=O)O | 2.1 | -2.7 | 0.2 | 1.2 | 3.8 | -1.1 | -5.8
COc1cccc(-c2ccc3n(c2=O)C[C@@H]2[C@@H](CO)[C@H](C(=O)NCC4CC4)N(C(=O)NC(C)C)[C@H]32)c1 | -1.5 | -34.6 | -3.3 | 4.9 | 13.2 | 0.9 | -4.0[16.7 µM]
NNC(=O)c1nc(Cl)c(Cl)c(N)c1Cl | -1.4 | -0.9 | 1.3 | -2.4 | nt | nt | 12.7
CCCCOc1ccccc1C(=O)NCC(=O)O | 3.9 | 0.0 | -4.1 | -0.9 | -3.7 | -0.6 | nt
COc1ccc(NC(=O)CO/N=C(\C)c2cccs2)cc1 | -0.7 | -0.1 | -0.5 | -2.2 | -4.7 | -2.2 | -2.2
COc1ccccc1N1CCN(Cc2cc3c(cc2[N+](=O)[O-])OCO3)CC1 | -0.1 | 0.8 | -2.0 | 0.4 | -3.1 | 4.5 | -6.3
COc1ccc(C(=O)Nc2ccc(-n3nncc3C(C)(C)C)cc2)cc1 | 13.9 | -0.5 | -1.3 | -4.6 | -1.0 | -2.4 | nt
N#Cc1cccc(-c2ccc3c(c2)[C@H]2[C@H](CCN2S(=O)(=O)c2ccc(F)cc2)[C@@H](CO)N3)c1 | 3.3 | 7.0 | 3.8 | 2.1 | -10.9 | -0.2 | 2.5[16.7 µM]
Cc1ccc(N2CC(=O)N(c3ccc(C)cc3)CC2=O)cc1 | -5.9 | 0.5 | 1.2 | 0.2 | -1.4 | nt | nt
CCC(CC)NC(=O)CSc1nnc(-c2c[nH]c3ccccc23)o1 | -0.8 | 0.1 | -6.1 | -8.1 | 4.3 | -0.3 | nt
Cc1cc(N=CC2=C(O)CCCC2=O)no1 | 1.7 | -0.8 | nt | 3.6 | nt | 0.7 | nt
CC1CCC2(CC1)NC(=O)N(CC(=O)N1c3ccccc3CC1C)C2=O (configuration not stated) | -1.1 | nt | 0.1 | 0.8 | 0.4 | -1.3 | -6.1
CC(CCc1ccccc1)NC(=O)CCNC(=O)c1ccccc1Cl (configuration not stated) | -2.7 | -2.0 | -1.5 | -3.3 | ? | -1.6 | -4.5
O=C(NNC(=O)c1ccccc1[N+](=O)[O-])c1ccco1 | 1.3 | 0.6 | 0.3 | -1.9 | -2.3 | 3.4 | nt
Cc1ccc(NS(=O)(=O)c2cccs2)nc1 | -4.1 | -9.8 | 0.4 | 3.2 | 7.5 | 0.0 | 4.8
CCOC(=O)C1CCCN(c2c(Nc3cccc(C)c3)c(=O)c2=O)C1 (configuration not stated) | -2.5 | 4.6 | 3.8 | 5.6 | 13.4 | 0.2 | -7.3
CC(C)(C)C1CCC(OCC(O)CN2CCCC2)CC1 (configuration not stated) | -5.1 | -3.0 | nt | 1.2 | 1.8 | 7.1 | 3.5
O=C(COC(=O)c1cc(S(=O)(=O)N2CCOCC2)c(Cl)cc1Cl)NC1CC1 | -77.8 | -1.7 | 3.6 | 5.7 | -10.0 | 1.0 | -3.8
Cc1cccc(C)c1OCc1cc(C(=O)N2CCN(Cc3nccn3C)CC2)no1 | -9.1 | -0.5 | -1.3 | -1.1 | 1.2 | -1.7 | -0.8
CC1(Cc2cccc(C(N)=O)c2)C(=O)Nc2c(Cl)cccc21 (configuration not stated) | 2.7 | -0.9 | -3.8 | 5.5 | 5.3 | 3.1 | 2.4
O=C(N/N=C\c1c[nH]c2ccccc12)c1ccc(O)cc1 | -0.9 | 4.5 | 1.5 | 4.4 | 5.6 | 3.5 | 4.0
COc1ccc(C(C)NC(=O)c2ccncc2)cc1OC (configuration not stated) | -0.7 | -2.1 | 4.4 | -1.7 | 0.6 | -0.8 | 0.2
O=C1CCCCCN1CP(=O)(O)CCc1ccccc1 | -1.1 | -2.8 | 0.5 | -7.7 | -0.6 | -1.7 | 8.2
O=C(c1cccc(-c2ccc(O)cc2)c1)N1CCN(c2ccc(F)cc2)CC1 | 0.0 | -5.1 | -0.7 | 2.7 | 5.6 | 0.1 | 71.6

Complete entries, quoted from the list. Order of screens: Casp6 inh	SIRT5 block	F508del corr	ERp5 inh	DENV2 CPE rescue	ERAP1 inh	miR-122 sensor
Listed for O=C(c1cccc(-c2ccc(O)cc2)c1)N1CCN(c2ccc(F)cc2)CC1 : 0.0	-5.1	-0.7	2.7	5.6	0.1	71.6
Listed for CC(C)(C)C1CCC(OCC(O)CN2CCCC2)CC1 (configuration not stated) : -5.1	-3.0	nt	1.2	1.8	7.1	3.5

More structures.
SMILES | Casp6 inh | SIRT5 block | F508del corr | ERp5 inh | DENV2 CPE rescue | ERAP1 inh | miR-122 sensor
COc1cccc(NC(=O)CSc2nnc(-c3cc(C)[nH]n3)n2N)c1 | -0.9 | -3.6 | -4.9 | 6.9 | -2.5 | 5.3 | 9.3
CO[C@H]1CN(C)C(=O)c2ccc(NC(=O)c3cnccn3)cc2OC[C@@H](C)N(C(=O)C2CC2)C[C@H]1C | -2.8 | -0.8 | -3.1 | -0.8 | -0.9 | -1.5 | nt
COc1ccc(NC(=O)Nc2ccc3c(c2)[C@@H]2C[C@H](CC(=O)N[C@@H](C)c4ccccc4)O[C@@H](CO)[C@@H]2O3)cc1 | 2.7 | -9.0 | 0.8 | 0.6 | 10.8 | 0.6 | 6.3[16.7 µM]
COc1ccccc1C(=O)NC(=O)COC(=O)c1ncc(Cl)c(Cl)c1Cl | 1.5 | -0.7 | 0.1 | 2.7 | 2.6 | -4.7 | -2.7
Cc1ccc(CNC(=O)CS(=O)Cc2nc(-c3cccs3)oc2C)cc1 (configuration not stated) | 1.1 | -3.3 | 0.3 | 4.5 | ? | 0.2 | -0.8
COC(=O)c1sccc1NC(=O)c1ccc(Cl)cc1 | -1.8 | -1.8 | -0.3 | 0.3 | 1.2 | 1.3 | 5.2
NS(=O)(=O)c1ccc(NC(=O)COC(=O)c2cc3ccccc3cc2O)cc1 | -3.5 | 1.0 | 1.3 | -3.0 | -2.6 | -3.8 | 5.3
CCNC(=O)C[C@H]1CC[C@H]2[C@@H](COc3ccc(NC(=O)C4CCOCC4)cc3C(=O)N2C)O1 | -1.1 | -0.5 | -1.4 | 2.7 | 3.3 | 1.3 | -3.0[16.7 µM]
C[C@H](CO)N1C[C@H](C)[C@@H](CN(C)C(=O)NC2CCCCC2)Oc2cc(/C=C/c3ccccc3)ccc2S1(=O)=O | 1.7 | -6.9 | -0.3 | -4.0 | -5.1 | -3.1 | -21.2[16.7 µM]
CC(C)OC(=O)C(C)Nc1ccc(F)c(Cl)c1 (configuration not stated) | -6.1 | -5.2 | 0.7 | 6.8 | 3.7 | -0.1 | nt
C[C@@H]1CCCCO[C@@H](CN(C)S(=O)(=O)c2cn(C)cn2)[C@@H](C)CN([C@@H](C)CO)C(=O)c2cc(NC(=O)Nc3ccc4c(c3)OCO4)ccc2O1 | -0.8 | -0.9 | -1.4 | 0.8 | 11.9 | -2.0 | 5.3[16.7 µM]
COc1ccccc1-c1cc(NC(C)=O)c2ncc(-c3ccccc3)n2c1 | -0.2 | nt | -3.3 | 1.1 | 7.3 | 0.4 | 8.8
C[C@H](CO)N1C[C@H](C)[C@@H](CN(C)S(C)(=O)=O)Oc2c(NC(=O)Nc3cccc4ccccc34)cccc2C1=O | 1.0 | 4.2 | -1.9 | 4.5 | -0.5 | 3.5 | 16.8[16.7 µM]
C[C@@H]1CN([C@@H](C)CO)C(=O)Cc2cc(NC(=O)Nc3ccccc3)ccc2O[C@H]1CN(C)Cc1ccc2c(c1)OCO2 | 0.7 | 5.4 | -4.0 | -0.8 | 15.0 | -1.8 | -14.4[16.7 µM]
S=C(Cc1ccccc1)N1CCOCC1 | -0.5 | -0.9 | 4.0 | -0.7 | 15.4 | 3.6 | -11.1
Cc1ccc(/C=C2\SC(=S)N(CCC(=O)Nc3cccnc3)C2=O)cc1 | -4.2 | -1.7 | -2.6 | 6.1 | -0.3 | -1.2 | -3.1
CCCS(=O)(=O)c1c(S(=O)(=O)CCC)c2ccccn2c1C(=O)OC | 0.7 | -0.7 | nt | 1.9 | nt | -1.3 | 1.2
O=C(C[C@H]1CC[C@H](NC(=O)c2cccnc2)[C@H](CO)O1)NCCN1CCCCC1 | -1.3 | -1.9 | 5.8 | -0.4 | 5.9 | 0.3 | nt
COc1ccc(C2c3[nH]c4ccccc4c3C[C@H]3C(=O)N(C)CC(=O)N23)cc1OC (some centres not stated) | nt | -4.2 | 2.4 | 0.1 | -3.4 | -5.4 | -6.3
C[C@H]1CN([C@@H](C)CO)C(=O)CCCn2cc(nn2)CO[C@H]1CN(C)C(=O)Nc1cccc2ccccc12 | 10.7 | -0.8 | -1.2 | -1.2 | 7.4 | -1.8 | 3.8[16.7 µM]
CCN1CCN(C(=O)CCN2C(=O)c3ccccc3S2(=O)=O)CC1 | -3.8 | 1.6 | 3.1 | -5.3 | 18.1 | 2.7 | -0.5
COc1cc(C(=O)NC(=S)Nc2ccc(Cl)c(C(=O)O)c2)cc(OC)c1OC | 4.3 | -1.8 | nt | -0.2 | nt | -3.4 | 0.1
CCOC(=O)C1=CNS(=O)(=O)NC1c1cccc(O)c1 (configuration not stated) | 1.1 | -2.4 | -4.0 | -2.3 | -11.3 | 1.1 | nt
Cc1cc2oc(C(=O)NCc3ccc(S(N)(=O)=O)cc3)c(C)c2cc1C | -0.4 | -2.1 | 4.7 | 0.3 | 4.2 | -1.8 | -18.4
COC(=O)C1(C)NC(c2cccc(C)c2)C2C(=O)N(c3ccc(F)cc3)C(=O)C21 (configuration not stated) | -0.4 | -4.6 | -1.6 | 4.2 | 1.9 | -3.7 | 9.2

The final 2 records of the section before come first, to join the parts:
SMILES | Casp6 inh | SIRT5 block | F508del corr | ERp5 inh | DENV2 CPE rescue | ERAP1 inh | miR-122 sensor
Cc1cc2oc(C(=O)NCc3ccc(S(N)(=O)=O)cc3)c(C)c2cc1C | -0.4 | -2.1 | 4.7 | 0.3 | 4.2 | -1.8 | -18.4
COC(=O)C1(C)NC(c2cccc(C)c2)C2C(=O)N(c3ccc(F)cc3)C(=O)C21 (configuration not stated) | -0.4 | -4.6 | -1.6 | 4.2 | 1.9 | -3.7 | 9.2
CCCC(=O)Nc1ccc2c(c1)C(=O)N(C)C[C@@H](OC)[C@@H](C)CN(Cc1ccccn1)[C@@H](C)CO2 | 3.6 | -7.7 | -1.3 | -2.3 | -4.2 | -1.0 | nt
C/C=C/c1ccc([C@H]2[C@H](CO)N(C(C)=O)[C@H]2CN(C)C(=O)c2ccccn2)cc1 | -0.8 | 0.4 | 0.5 | 4.6 | -3.6 | 1.6 | -50.0[16.7 µM]
COc1cccc(C2C(C(=O)OC(C)C)=C(C)N=c3s/c(=C\c4ccc(C(=O)O)cc4)c(=O)n32)c1 (configuration not stated) | nt | 0.9 | -1.4 | -2.0 | -1.1 | 1.1 | -18.1
CCNC(=O)C1CCCN(C(=O)c2ccc(OC)cc2)CC1 (configuration not stated) | -1.4 | -4.6 | 0.1 | -0.2 | -4.3 | -2.4 | 5.3
Cc1ccc(OCCC(=O)OCC(=O)Nc2c(C)nn(-c3ccccc3)c2C)cc1 | -0.1 | -5.9 | 5.9 | 1.9 | -9.2 | 3.8 | 1.2
O=C(N[C@@H]1C=C[C@H](CC(=O)N2CCN(c3ccccc3)CC2)O[C@H]1CO)c1ccccc1 | 0.1 | 1.8 | 3.5 | -0.6 | 7.6 | -1.0 | nt
C[C@H]1CN([C@@H](C)CO)C(=O)c2cc(NC(=O)Cc3ccccc3)ccc2O[C@H]1CN(C)CC1CCCCC1 | 0.1 | -2.7 | -0.5 | 4.4 | -2.5 | -0.4 | 1.6[16.7 µM]
COc1cc(S(=O)(=O)Nc2cccnc2)ccc1Cl | -0.4 | -12.9 | 2.1 | 2.3 | 7.5 | -4.5 | 3.1
O=C(Nc1cc(-c2ccccc2)sc1C(=O)O)c1cccc(F)c1 | 4.9 | -2.3 | 0.2 | 1.1 | 8.4 | 0.9 | nt
Cc1ccc(NC(=O)c2ccn(C)n2)c(Br)c1 | -1.9 | 0.4 | -3.1 | -2.7 | -16.8 | 0.1 | -12.7
